Screening data as filed in PubChem.
USP1 inh: blocks the human USP1/UAF1 deubiquitinase complex; O94782; recombinant USP1/UAF1, Ub-Rhodamine cleavage fluorescence; Potency, µM (highest dose often 57.1 µM), without a hit: at the top dose activity change, negative = inhibition, most hits filed as inhibitors; 390,000 compounds, 0.23% hits; AID 743255; note: potency is the fitted concentration of half-maximal effect; % is set by controls: 0 for no effect and ±100 for the full control effect; nearly all actives have a fitted effect of over 60% in size; inactives centre near -12
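In this screen, compounds sit with the deubiquitinase complex (1nM) for 15 min at room temperature before Ub-Rho is added at 150nM final. Fluorescence rise is then followed for 6 reads every 60 seconds.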
IDH1 R132H inh: inhibitors of human mutant IDH1 R132H; IDH1-R132H enzyme, NADPH consumption, diaphorase/resazurin fluorescence; Potency, µM (titrated, usually from 76.6 µM), for the others: top-dose activity change, negative = inhibition, actives largely listed as inhibitors; 390,000 compounds, 0.093% hits; AID 602179; note: potency is the fitted concentration of half-maximal effect; % is set by controls: 0 for no effect and ±100 for the full control effect; nearly all actives have a fitted effect of over 65% in size
Target sequence (O75874 whole entry R132H, stated change not applied): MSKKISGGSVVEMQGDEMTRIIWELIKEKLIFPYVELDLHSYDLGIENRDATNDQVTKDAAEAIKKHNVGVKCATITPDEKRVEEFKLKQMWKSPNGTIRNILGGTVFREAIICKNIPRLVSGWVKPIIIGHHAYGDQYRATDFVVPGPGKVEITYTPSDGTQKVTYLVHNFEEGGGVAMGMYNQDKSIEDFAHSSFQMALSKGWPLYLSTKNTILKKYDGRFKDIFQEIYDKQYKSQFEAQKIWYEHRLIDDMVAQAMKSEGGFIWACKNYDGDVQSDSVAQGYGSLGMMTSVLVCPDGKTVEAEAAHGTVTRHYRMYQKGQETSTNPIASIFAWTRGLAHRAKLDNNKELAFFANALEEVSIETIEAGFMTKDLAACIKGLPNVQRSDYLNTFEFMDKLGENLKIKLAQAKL
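IDH1-R132H (0.5 ug/mL dispensed) in pH 7.5 Tris buffer was preincubated 30 min with compound, then given a substrate mix of 0.016 mM NADPH and 2 mM alpha-KG for 80 min at room temperature; remaining NADPH was read by diaphorase/resazurin fluorescence.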
TrxR1 substrate: rat thioredoxin reductase 1 substrate activity. O89049. purified TrxR1 substrate turnover, NADPH consumption readout. Potency, µM (highest dose often 114 µM), for the others: top-dose activity change, negative = substrate turnover. 390,000 compounds, 0.01% hits. AID 588456; note: potency is the fitted concentration of half-maximal effect; % is set by controls: 0 for no effect and ±100 for the full control effect; nearly all actives have a fitted effect of over 50% in size
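Rat TrxR1, dispensed at 90 nM, was prereduced with 400 uM NADPH (final) for 5 min at ~22 deg C, then incubated with compound 15 min before 400 uM selenite. A first-read NADPH fluorescence drop versus no-compound background flagged substrates.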
Pin1 inh: blocks the human prolyl isomerase Pin1; Q13526; AID 504891; Potency, µM (titrated, usually from 115 µM), without a hit: top-dose activity, negative = inhibition, most hits filed as inhibitors; Pin1 FP peptide displacement, HiFluor488, 10 min; 390,000 compounds, 0.009% hits; active = well fitted inhibition curve with a large enough effect in the polarisation, with a control signal flat, not every such curve was filed as active; inconclusive = small, poorly fitted or top-dose-only effect, or effect the other way, or a change in a side signal; inactive = no such curve, though single readings can be large or run the other way; the % refers to the polarisation; note: potency is the fitted concentration of half-maximal effect; % is set by controls: 0 for no effect and ±100 for the full control effect
Target sequence (Q13526 whole entry, looked up): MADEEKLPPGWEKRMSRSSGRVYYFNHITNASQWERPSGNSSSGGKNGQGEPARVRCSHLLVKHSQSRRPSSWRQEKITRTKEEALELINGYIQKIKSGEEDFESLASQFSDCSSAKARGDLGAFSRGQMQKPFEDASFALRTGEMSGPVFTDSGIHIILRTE
D2 antag: antagonists of human D2 dopamine receptor. P14416. HEK293 TREx D2 cells, calcium flux, dopamine EC80. inhibition, % at 10 µM. 340,000 compounds, 2% hits. AID 485344; in the data active = inhibition above about 30%; note: 0% is about no effect
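Inhibition of EC80 dopamine-driven calcium flux, recorded kinetically, defines activity here; cells are a tetracycline-induced HEK293 T-REx line expressing force-coupled D2.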
TRHR ag: agonists of human TRH receptor; AID 493084; 360,000 compounds, 0.18% hits; P34981; activation, % at 2 µM; TRHR cells, calcium flux fluo-8, FDSS agonist mode; in the data active = activation above about 30%; note: 0% is about no effect
Target sequence (P34981 whole entry, looked up): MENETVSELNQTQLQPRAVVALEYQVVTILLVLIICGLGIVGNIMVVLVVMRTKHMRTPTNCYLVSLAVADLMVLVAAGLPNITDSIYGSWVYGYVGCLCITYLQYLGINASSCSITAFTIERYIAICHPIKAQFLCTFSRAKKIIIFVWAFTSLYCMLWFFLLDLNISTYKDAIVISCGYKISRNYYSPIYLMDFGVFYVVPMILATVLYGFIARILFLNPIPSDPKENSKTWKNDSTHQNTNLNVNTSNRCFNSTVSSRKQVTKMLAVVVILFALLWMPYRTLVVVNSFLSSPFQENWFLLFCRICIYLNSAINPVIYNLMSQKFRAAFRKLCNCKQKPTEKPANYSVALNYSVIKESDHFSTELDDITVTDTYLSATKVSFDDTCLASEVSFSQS
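Steps: seed TRHR cells overnight; add fluo-8 no-wash Ca dye, RT 30 min–1.5 h; record 10 s baseline; pin-transfer compounds; monitor fluorescence 1 cycle/s for the agonist window. Calcium increases flag candidate agonists.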
TRHR PAM: allosterically enhances the human TRH receptor | P34981 | AID 493056 | 360,000 compounds, 0.66% hits | TRHR cells, fluo-8 calcium fluorescence, EC20 TRH enhancement | enhancement, % at 2 µM; in the data active = enhancement above about 30%; note: 0% is about no effect
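Enhancer read-out: after compound pinning and an initial kinetic agonist-mode read, an EC20 of TRH (10 nM final) was injected and fluo-8 calcium signal (Ex 480/Em 530) followed at 1 s/cycle for 100 cycles in TRHR-expressing cells.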
D2 agonist: activates the human D2 dopamine receptor; HEK293 T-REx D2 cells, calcium flux agonist mode; P14416; 340,000 compounds, 0.53% hits; activation, % at 2 µM;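 active = activation over 3 SD above normal in the single-dose calcium agonist read, cut at about 30% in these data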; note: 0% is about no effect
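Agonism is scored from calcium flux in a force-coupled, inducible HEK293 cell line expressing D2, read kinetically for 180 s after compound addition against dopamine controls.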
rTrxR1 inhibitor: inhibitors of rat thioredoxin reductase 1; O89049; recombinant rTrxR1, NADPH fluorescence consumption, selenite substrate; Potency, µM (titrated, usually from 114 µM), inactives show top-dose activity change, negative = inhibition, most hits filed as inhibitors; 390,000 compounds, 1% hits; AID 588453; note: potency is the fitted concentration of half-maximal effect; % is set by controls: 0 for no effect and ±100 for the full control effect; nearly all actives have a fitted effect of over 65% in size
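Rat TrxR1 (90 nM in the dispensed reagent) was pre-reduced with 400 uM NADPH for 5 min at room temperature, then incubated with compound for 15 min. After 400 uM selenite was added, NADPH fluorescence (Ex 340/Em 450 nm) was followed for 8 min.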
* = called active by the depositor; ? = inconclusive; . = no result given; & = joins results of further samples; [ ] = another dose, or the depositor's remark. Unless noted, calls come from the whole dose curve; as a rule, active = well fitted inhibition curve with a large enough effect; inconclusive = small, poorly fitted or top-dose-only effect; inactive = no such curve, though single readings can be large or run the other way.

SMILES	USP1 inh	IDH1 R132H inh	TrxR1 substrate	Pin1 inh	D2 antag	TRHR ag	TRHR PAM	D2 agonist	rTrxR1 inhibitor
NS(=O)(=O)c1ccc(Sc2ccc3c(c2)CCC3)nc1	1%	6%	-3%	-4%	13	-0.6	16	0.5	21%
OCCCNc1c2c(nc3cc(-c4ccc(Cl)cc4)nn13)CCC2	-15%	13%	12%	1%	5	-0.4	3	-0.3	33%
CCOc1cccc(C(=O)Nc2cccc(C(=O)NCC(C)C)c2)c1	-13%	19%	-1%	2%	7	-0.4	4	-1.1	6%
CN(C(=O)c1ccncc1)c1nnc(-c2ccccn2)s1	-8%	-9%	19%	3%	35*	0.8	-5	0.6	?
O=C(Nc1ccccc1)N1CCCC(c2nc(-c3cccs3)no2)C1 (stereo unspecified)	-6%	10%	-5%	4%	3	-0.4	0	-0.1	7%
O=C(c1ccc(-c2ccccc2)cc1)N1CCN(C(=O)c2ccco2)CC1	-16%	1%	-4%	-5%	-15	0.6	-2	-1.2	4%
Clc1ccc2nc(C3CCN(Cc4nnnn4C4CCCCC4)CC3)[nH]c2c1	-7%	1%	5%[57.1 µM]	1%	2	0.0	4	0.1	2%[57.1 µM]
CN(C(=O)c1ccc(OC2CCN(CCc3ccccc3)CC2)cc1)C1CCCCC1	-13%	7%	-4%	-7%	-5	0.3	-2	0.6	-7%
CC(C)C[C@@H](CN=[N+]=[N-])N1CCN(Cc2ccccc2)CCC1=O	-22%	1%	-5%&-1%	-1%	17	-0.3	-1	1.0	?
CC(=O)Nc1ccc(N2CCN(c3ccc(C(F)(F)F)cn3)CC2)nc1	-7%	-1%	-1%	2%	-36	1.2	1	-0.5	-6%
O=c1c2ccccc2nc(SCc2ccccc2F)n1C1CCCC1	8%	0%	-5%	0%	2	0.2	6	1.1	3%
NS(=O)(=O)c1ccc(NC(=O)CSc2nc3ccccc3n2-c2ccccc2)cc1	-8%	-3%	0%	6%	31*	-0.1	14	-2.1	6%
CC(C)N1CCC(N2CCN(Cc3nc4ccccc4s3)CC2CCO)CC1 (stereo unspecified)	-25%	1%	11%	9%	-13	0.6	9	0.5	15%
O=C(NCc1cccs1)c1cccn2c(=O)c3sccc3nc12	-19%	-11%	20%	3%	4	-1.4	0	0.1	28%
COc1ccc(-c2[nH]n(-c3ccc([N+](=O)[O-])cc3)c(=O)c2C=NCc2ccncc2)cc1	?	-7%	4%[57.1 µM]	?	2	-1.7	5	-1.2	9%[57.1 µM]
O=C1CCCN1CN(C(=O)c1ccccc1)c1ccc(F)cc1	2%	2%	-8%	-2%	-22	0.4	4	-0.4	-9%
COc1ccc(C2CC(c3ccc(C)o3)=NN2C(C)=O)cc1 (stereo unspecified)	3%	7%	-9%	1%	7	-0.2	9	0.1	-12%
CS/C(N)=N/N=C/c1cc(C)ccc1O	-23%	-8%	1%	-17%	-5	0.0	10	0.3	16%
COc1ccc(C2(c3ccc(OC)cc3)NC(=O)N(CC(=O)Nc3ccc(OC(F)F)cc3)C2=O)cc1	-14%	-2%	1%	4%	5	2.8	-2	2.2	17%
O=C(O)c1ccc(-n2nnnc2Oc2cccc3cccnc23)cc1	1%	-2%	2%	0%	.	-0.4	3	.	-5%
Cc1nc(N2CCOCC2)c2c(C(=O)N3CCN(c4cccc(C(F)(F)F)c4)CC3)c(C)oc2n1	-9%	-6%	-6%	-7%	.	-0.6	-4	0.5	12%
N#Cc1ccccc1NC(=O)COC(=O)CCc1ccccc1	-21%	5%	-4%	7%	17	-0.1	4	-0.7	5%
Cc1cc(C(=O)NCc2ccc3c(c2)OCO3)n(-c2ccccc2)n1	-4%	16%	7%[57.1 µM]	-4%	-12	0.2	-2	0.5	3%[57.1 µM]
Cc1ccc(SC(CC(=O)c2ccc(F)cc2)C(=O)O)cc1 (stereo unspecified)	-6%	-3%	11%[57.1 µM]	?	7	-0.2	2	-1.8	?
CCN(CC)c1ccc(NC(=O)COC(=O)c2cccs2)cc1	-16%	-3%	1%[57.1 µM]	3%	13	-0.7	4	0.0	-3%[57.1 µM]

An excerpt of these results, bar-delimited.
canonical_smiles | USP1 inh | IDH1 R132H inh | TrxR1 substrate | Pin1 inh | D2 antag | TRHR ag | TRHR PAM | D2 agonist | rTrxR1 inhibitor
NS(=O)(=O)c1ccc(Sc2ccc3c(c2)CCC3)nc1 | 1% | 6% | -3% | -4% | 13 | -0.6 | 16 | 0.5 | 21%
OCCCNc1c2c(nc3cc(-c4ccc(Cl)cc4)nn13)CCC2 | -15% | 13% | 12% | 1% | 5 | -0.4 | 3 | -0.3 | 33%
CCOc1cccc(C(=O)Nc2cccc(C(=O)NCC(C)C)c2)c1 | -13% | 19% | -1% | 2% | 7 | -0.4 | 4 | -1.1 | 6%
CN(C(=O)c1ccncc1)c1nnc(-c2ccccn2)s1 | -8% | -9% | 19% | 3% | 35* | 0.8 | -5 | 0.6 | ?
O=C(Nc1ccccc1)N1CCCC(c2nc(-c3cccs3)no2)C1 (stereo unspecified) | -6% | 10% | -5% | 4% | 3 | -0.4 | 0 | -0.1 | 7%
O=C(c1ccc(-c2ccccc2)cc1)N1CCN(C(=O)c2ccco2)CC1 | -16% | 1% | -4% | -5% | -15 | 0.6 | -2 | -1.2 | 4%
Clc1ccc2nc(C3CCN(Cc4nnnn4C4CCCCC4)CC3)[nH]c2c1 | -7% | 1% | 5%[57.1 µM] | 1% | 2 | 0.0 | 4 | 0.1 | 2%[57.1 µM]
CN(C(=O)c1ccc(OC2CCN(CCc3ccccc3)CC2)cc1)C1CCCCC1 | -13% | 7% | -4% | -7% | -5 | 0.3 | -2 | 0.6 | -7%
CC(C)C[C@@H](CN=[N+]=[N-])N1CCN(Cc2ccccc2)CCC1=O | -22% | 1% | -5%&-1% | -1% | 17 | -0.3 | -1 | 1.0 | ?
CC(=O)Nc1ccc(N2CCN(c3ccc(C(F)(F)F)cn3)CC2)nc1 | -7% | -1% | -1% | 2% | -36 | 1.2 | 1 | -0.5 | -6%
O=c1c2ccccc2nc(SCc2ccccc2F)n1C1CCCC1 | 8% | 0% | -5% | 0% | 2 | 0.2 | 6 | 1.1 | 3%

(continued)
SMILES	USP1 inh	IDH1 R132H inh	TrxR1 substrate	Pin1 inh	D2 antag	TRHR ag	TRHR PAM	D2 agonist	rTrxR1 inhibitor
CC1(C)OC(=O)CC1C(=O)NCc1ccccc1 (stereo unspecified)	6%	-5%	-10%	2%	9	0.4	19	-0.5	-11%
O=C(Nc1ccc(Cl)cc1)c1nc[nH]c1C(=O)NCc1ccccc1	-13%	-5%	4%	4%	3	0.6	-2	0.6	4%
Cc1ccc(CN2CN(S(=O)(=O)c3cccs3)c3nc4ccccc4nc32)cc1	-21%	5%	-2%	12%	-12	-1.3	14	-0.9	-6%
CC(=O)N1CCN(C(=O)c2cc(S(=O)(=O)N3CCN(c4ccccc4)CC3)ccc2Cl)CC1	-23%	-8%	0%	6%	5	0.0	3	-0.4	12%
Cc1cc(-c2nc3ncccc3o2)ccc1NC(=O)COc1cc(C)c(Cl)c(C)c1	2%	13%	4%	2%	.	3.0	-5	0.6	9%
CCc1ccccc1NC(=O)CN1C(=O)COc2ccc(S(=O)(=O)Nc3ccccc3)cc21	-1%	1%	-13%	7%	.	0.3	-28	0.4	-7%
CC(=O)c1ccc(NC(=O)c2cc3sccc3n2Cc2ccc(F)cc2)cc1	-12%	13%	-4%	-2%	.	0.5	-2	-0.4	-4%
COc1ccc(NC(=O)c2oc3c(c2C)-c2nn(Cc4c(F)cccc4Cl)cc2CC3)c(OC)c1	-4%	-11%	11%	0%	.	0.0	-10	0.9	40%
Cn1c(=O)n(-c2ccccc2)c(=O)c2c3c(sc21)COC(C)(C)C3	-13%	-1%	6%[57.1 µM]	-2%	1	0.6	8	0.6	10%[57.1 µM]
O=C(O)CCCc1nc(-c2ccccc2)no1	6%	2%	4%	-16%	-1	0.2	1	0.0	23%
Cc1ccccc1CN1C(=O)c2ccccc2Sc2ccc(C(=O)NCCCN3CCOCC3)cc21	-15%&-19%	-1%&-1%	-5%	0%&0%	16	5.1&0.5	6&-1	1.1&0.6	15%
Cc1cccc(OCCC(=O)Nc2nnc(C)s2)c1	-3%	3%	6%[57.1 µM]	-4%	-2	-0.9	4	0.1	19%[57.1 µM]
CCCn1c(SC(C(=O)Nc2cc(C)ccc2OC)c2ccccc2)nc2ccccc2c1=O (stereo unspecified)	-14%	0%	-2%	1%	10	1.3	4	1.2	-3%
Cc1ccsc1C(=O)OCC(=O)NC1CCS(=O)(=O)C1 (stereo unspecified)	-9%	-8%	1%	-1%	13	0.0	-1	-0.3	13%
O=C(CN1C(=O)NC2(CCCC2)C1=O)NNC(=O)c1ccc(F)cc1	-7%	0%	5%	-2%	1	0.2	-11	0.3	8%
O=C(COc1ccc(/C=N/NS(=O)(=O)c2ccccc2)cc1)Nc1cccc(Cl)c1	-24%	-1%	-1%	7%	-5	-0.7	13	-0.6	8%[2.29 µM]
Cc1nn(CC(=O)NC2CCC(C)CC2)c(=O)c(C#N)c1C (stereo unspecified)	-14%	-4%	5%	-8%	.	0.1	-4	.	12%
CCCCSc1nc2c(c(=O)[nH]c(=O)n2C)n1CCc1ccccc1	-8%	6%	3%[57.1 µM]	5%	8	-1.3	-22	0.3	17%[57.1 µM]
Cc1cccc(-n2ccnc2CN2CCN(C(C)C)C(CCO)C2)c1 (stereo unspecified)	1%	2%	2%	-6%	-8	-0.8	-2	-1.3	6%
Cc1ccc[n+](CC(=O)c2ccc(-c3ccccc3)cc2)c1	-19%	3%	-4%	?	2	0.7	-7	0.2	-7%
COc1ccccc1/C=N\Nc1cc(C)nc(-n2nc(C)cc2C)n1	-21%	9%	12%	7%	-4	-1.7	14	-1.1	-8%
O=C(c1ccc(Cl)c(S(=O)(=O)N2CCCC2)c1)N1CCN(c2ccccn2)CC1	-10%	2%	3%	3%	20	0.0	-3	0.1	6%

Only part of the results is shown. The share of hits here may be higher or lower than overall.
